Screens from PubChem BioAssay.
Vif imaging = HIV Vif self-association inhibitors, primary screen, imaging, HEK293T, single point | inhibition, % at 7.49 µM | AID 602346, 2012 | hit rate 0.35% among 340,000 | HEK293T cells, Vif self-association by quenched fluorescence, 24 h; in the data active means inhibition above about 50%, passing the limit was not always enough; inconclusive means no clear call, values can overlap the other calls; inactive means below about 31%; further: some results filed as inactive read as strong as hits
MITF TRPM1 inh = inhibitors of MITF-dependent TRPM1 promoter reporter, primary screen, cell-based, SK-MEL-5, single point, luciferase; SK-MEL-5 TRPM1 promoter luciferase, 24 h; inhibition, % at 12.5 µM; hit rate 0.83% among 330,000; AID 488899, 2010;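 active means mean inhibition across replicates of 60% or more, whatever share of single replicates reaches that level; inconclusive means some that reach 60%, reason not given; inactive means mean inhibition across replicates below 60%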; further: values of inactives mirror those of a sister screen read the other way
PDI turbidity = inhibitors of human PDI, primary screen, biochemical, turbidity, single point, plate reader | PDI insulin aggregation turbidity, A650, 90 min | Protein disulfide-isomerase (Homo sapiens), P07237 | inhibition, % at 10 µM | hit rate 0.052% among 350,000;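 active means mean inhibition across replicates of 30% or more, whatever share of single replicates reach that level; inconclusive means mean inhibition below 30% while every single replicate reaches 30%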;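 further: absorbance from insulin aggregation driven by PDI reduction with DTT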
Target sequence (P07237 whole entry, looked up): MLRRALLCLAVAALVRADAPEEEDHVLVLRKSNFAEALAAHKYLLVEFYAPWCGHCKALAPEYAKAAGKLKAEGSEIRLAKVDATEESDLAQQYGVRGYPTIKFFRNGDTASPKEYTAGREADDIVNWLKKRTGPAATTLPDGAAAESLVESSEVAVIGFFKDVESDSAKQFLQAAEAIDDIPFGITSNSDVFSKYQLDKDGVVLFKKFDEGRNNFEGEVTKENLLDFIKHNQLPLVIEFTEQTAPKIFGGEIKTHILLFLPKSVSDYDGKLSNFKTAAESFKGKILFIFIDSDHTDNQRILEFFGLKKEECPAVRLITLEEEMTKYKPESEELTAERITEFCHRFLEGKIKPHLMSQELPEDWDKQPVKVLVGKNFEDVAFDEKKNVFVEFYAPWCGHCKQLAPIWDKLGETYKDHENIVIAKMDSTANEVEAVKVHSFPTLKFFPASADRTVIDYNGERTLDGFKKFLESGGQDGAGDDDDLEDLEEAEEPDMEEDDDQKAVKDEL
iPSC survival up = enhancers of single-cell hiPSC survival, primary screen, ATPlite luminescence; 100% = ROCK inhibitor wells, 0% = DMSO; survival enhancement, % at 20 µM; hit rate 0.044% among 360,000; in the data active means survival enhancement above about 18%;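 further: cells exposed to compounds for 16 hours before the ATP read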
NR2E3 ag-1 = NR2E3 agonists in two-hybrid cells, primary screen, cell-based, luminescence, CHO-S, Gal4-NCOR/VP16-NR2E3; luciferase; inhibition of corepressor binding, % at 3.98 µM; AID 602229, 2012; Photoreceptor-specific nuclear receptor (Homo sapiens), Q9Y5X4; hit rate 0.35% among 360,000;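 active means inhibition above the mean of all tested compounds plus 3 SD, cut at about 70% in these data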;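 further: 0% = DMSO with NR2E3 transfected cells and 100% = cells lacking NR2E3 construct; higher means lower luciferase signal from less NR2E3 corepressor binding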
Target sequence (Q9Y5X4 whole entry, looked up, the tested form may be a part): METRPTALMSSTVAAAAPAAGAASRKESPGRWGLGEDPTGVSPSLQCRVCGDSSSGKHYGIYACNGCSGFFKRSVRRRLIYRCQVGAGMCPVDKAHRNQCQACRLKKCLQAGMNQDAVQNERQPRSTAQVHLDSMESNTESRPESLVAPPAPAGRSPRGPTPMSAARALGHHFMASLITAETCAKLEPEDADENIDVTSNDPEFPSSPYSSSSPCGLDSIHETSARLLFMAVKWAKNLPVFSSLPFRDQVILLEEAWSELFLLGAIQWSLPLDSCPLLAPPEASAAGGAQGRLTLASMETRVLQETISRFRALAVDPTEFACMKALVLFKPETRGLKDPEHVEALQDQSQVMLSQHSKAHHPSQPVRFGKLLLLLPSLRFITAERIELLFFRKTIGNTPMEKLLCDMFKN
Exocytosis inh = LAMP-1 surface exposure blockers, TALL-104 cells – cell-based, flow cytometry, MLPCN library, primary screen. TALL-104 LAMP-1 surface exposure; cells stimulated with thapsigargin and PMA. inhibition, % at 10 µM. hit rate 0.66% among 360,000;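 active means inhibition above about 55%, limit read from the data; inconclusive means no clear call, values can overlap the other calls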
CaV13 FRET inh = Disruptors of the CACNA1D IQ motif to Ca2+-dependent inactivation inhibitor domain association, primary screening, Förster resonance energy transfer in intact living … | HEK cells, CFP/YFP FRET ICDI-IQ, plate reader, 10 min; percent FRET-ratio fall versus neutral wells | inhibition, % at 12.3 µM | hit rate 0.098% among 340,000 | AID 743397;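 active means mean replicate inhibition of at least 30% and at least 1% of replicates passing that level; inconclusive means only one of the two criteria is met; inactive means neither criterion is met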;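 further: 0% = median of the neutral control wells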
aDG glyco up = activators of alpha-DG glycosylation, primary screen, uHTS, Pro5-aDG cells, AlphaScreen. alpha-DG glycosylation AlphaScreen (IIH6); 0% Pro5, 100% B10-LARGE cell signal. activation, % at 10 µM. hit rate 0.22% among 360,000;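 active means activation of at least 8% versus controls, or a plate z-score of at least 8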;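 further: Pro5 are CHO cells carrying HIG-tagged alpha-DG that lacks glycosylation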
HIF-2a block = HIF-2a reporter inhibitors, primary screen, luminescence, 786-0 RCC cells | hit rate 0.72% among 360,000 | 786-0 RCC cells HIF-2a reporter, luciferase luminescence, overnight | inhibition, % at 18.8 µM;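 active means inhibition of the luminescence signal of 40% or more relative to plate controls, in a single-dose primary screen at 18.75 µM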
NR2E3 ag-2 = inhibitors of NR2E3-RetCOR corepressor binding, primary screen, NR2E3 agonist project, biochemical, TR-FRET, GST-NR2E3, biotin-RetCOR; Photoreceptor-specific nuclear receptor (Homo sapiens), Q9Y5X4; inhibition of corepressor binding, % at 4.78 µM; hit rate 0.12% among 320,000; AID 2300, 2010; 1536-well;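 active means percent inhibition above the cutoff of mean plus 3 SD of all tested compounds, set per screening campaign, cut at about 20% in these data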;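 further: 0% = DMSO wells and 100% = biotin wells as full block of FRET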
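Test system: GST-NR2E3 and biotin-RetCOR proteins | Quantity: 1.35 nM GST-tagged NR2E3 final | Medium: Tris pH 7.5 | Also added: 7 nM biotin-RetCOR | Dosing: Compound at 4.8 µM, single dose | Timing: 5 h at 4 °C | Detection: Time-resolved FRET | Read-out basis: Percent inhibition | Benchmarks: Biotin wells as high control, 0.6% DMSO wells as low control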
Peg3 prom inh = Peg3 promoter-driven luciferase inhibitors, primary screen, cell-based, HeLa, luciferase luminescence | hit rate 1.7% among 360,000 | AID 588405, 2011 | inhibition, % at 20 µM | HeLa PEG-Prom luciferase reporter, overnight;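 active means inhibition of at least 50% at 20 µM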
* hit, by the source's call; ? = inconclusive; nt = no result given.

| canonical_smiles | MITF TRPM1 inh | CaV13 FRET inh | NR2E3 ag-1 | aDG glyco up | Exocytosis inh | Peg3 prom inh | PDI turbidity | HIF-2a block | NR2E3 ag-2 | Vif imaging | iPSC survival up |
| --- | --- | --- | --- | --- | --- | --- | --- | --- | --- | --- | --- |
| Cn1c(CO)cnc1S(=O)(=O)Cc1ccc([N+](=O)[O-])cc1 | 11 | nt | -14 | -0.4 | 0 | 3 | -3 | 10 | -1 | 10 | -2.0 |
| C[C@H](CO)N1C[C@H](C)[C@@H](CN(C)C(=O)C2CCCCC2)OCc2cnnn2CCCC1=O | nt | -6 | -23 | 0.0 | 6 | -5 | -3 | -4 | nt | 5 | 5.1 |
| C=CCNC(=O)COc1ccc(S(=O)(=O)NC2CCCCC2)cc1 | 4 | -10 | -20 | 0.1 | -2 | 13 | -2 | -8 | 2 | nt | -1.8 |
| CCCCOC(=O)c1ccc(NC(=S)NC(=O)c2c(Br)c(C)nn2C)cc1 | 16 | -5 | -46 | 0.0 | 0 | 39 | -2 | 46* | 3 | 1 | -1.1 |
| Cc1ccc(CN2CC(=O)N3[C@H]4c5cc(Cl)ccc5OC[C@@H]4[C@H](c4ccccc4)[C@]3(C)C2=O)cc1 | 0 | -10 | -10 | 0.1 | 0 | 15 | -8 | 18 | 0 | -6 | 1.7 |
| COc1ccc(NS(=O)(=O)c2cc(NC(=O)C3=NN(c4ccccc4)C(=O)CC3)ccc2OC)cc1 | -9 | -2 | -38 | -0.4 | 0 | 5 | 4 | 10 | nt | 4 | 0.0 |
| COc1cc(O)c(C(CC(=O)N2CCCC(C)C2)c2cc(OC)c(OC)c(OC)c2)c(OC)c1 (configuration not stated) | -1 | -11 | -42 | 0.0 | 58* | 1 | -40 | 14 | 2 | 0 | -1.3 |
| CCOc1ccc(C(=O)Nc2ccc(NC(=O)c3ccccc3)c(C)c2)cc1[N+](=O)[O-] | -6 | -1 | -20 | -0.1 | -5 | 25 | -2 | 16 | nt | ? | -0.4 |
| CCOC(=O)C[C@H]1c2ccc(C(F)(F)F)cc2S(=O)(=O)N1C1CCCC1 | -5 | -7 | -9 | 0.0 | 1 | -1 | 0 | 14 | -1 | 3 | -0.2 |
| O=C(NCCc1ccccc1)C1CCCN1S(=O)(=O)c1cccc2nsnc12 (configuration not stated) | -3 | -3 | -25 | -0.5 | -4 | 13 | -4 | 2 | -1 | 0 | -0.2 |
| Cc1ccnc(SCC(=O)N2CCN(C(c3ccccc3)c3ccccc3)CC2)n1 | 0 | -8 | 7 | 0.4 | -1 | 12 | -7 | 14 | -4 | -4 | 1.3 |
| COc1cc(C(=O)O)cc(NC(=O)c2ccco2)c1OC | 3 | 3 | 1 | -0.1 | 1 | 9 | 8 | 20 | -1 | 1 | -0.4 |
| Cc1nnc(NC(=O)CSc2nnc(-c3ccoc3C)n2CC(C)C)s1 | 13 | -5 | -12 | 0.0 | -1 | 15 | 1 | 1 | 0 | 10 | 2.8 |
| O=C1N=C(N2CCN(c3ccccc3)CC2)S/C1=C\c1ccco1 | -4 | -15 | -11 | 0.0 | 19 | -19 | 23 | -44 | 4 | 0 | 3.5 |
| CCn1c(=O)cc(OCC(=O)NC2CCCCC2)c2ccccc21 | 11 | -4 | -9 | 0.1 | 2 | 3 | -10 | -12 | -2 | 0 | -1.2 |
| COc1ccc(N=Cc2ccc[nH]2)cc1 | 11 | nt | -7 | -0.2 | 4 | -5 | -4 | -20 | 2 | 5 | -0.8 |
| Cc1cc(C)n(-c2ccc(N3CCOCC3)nn2)n1 | 7 | nt | -2 | -0.1 | 0 | -54 | 9 | -69 | 1 | 12 | 9.8 |
| COc1ccccc1C(NC(=O)C1CCCCC1)c1c(O)ccc2ccccc12 (configuration not stated) | 17 | 6 | -10 | -0.1 | 1 | 15 | -4 | 20 | -1 | -6 | -0.4 |
| O=C(Oc1ccc(Cl)cc1N1C(=O)CCC1=O)c1ccco1 | -6 | -5 | 12 | -0.1 | -1 | 2 | -13 | 5 | 0 | 37 | -1.5 |
| CCCCSc1nnc(C)c(=O)[nH]1 | 11 | -9 | -10 | -0.1 | -6 | 11 | -2 | -2 | 5 | -2 | 0.2 |
| O=C(CN1CCN(C(=O)C2CCC2)CC1)Nc1ccc(F)cc1 | -1 | -6 | 0 | -0.3 | 3 | 2 | 7 | 5 | -1 | 9 | -0.5 |
| O=C(CSc1nc2ccccc2c(=O)n1NC(=O)Cc1ccccc1)NCc1ccccc1Cl | -6 | -4 | -6 | 0.0 | -3 | 35 | -2 | 15 | 0 | 20 | -0.2 |
| Nc1cc(=O)[nH]c(SCCSc2cc(Cl)ccc2Cl)n1 | 49 | -3 | -14 | 0.1 | 0 | 54* | -19 | 19 | -1 | -7 | -0.5 |
| CN(Cc1ccccc1)C1CCNCC1 | -2 | -6 | 12 | -0.1 | 6 | 3 | 13 | 2 | 1 | -5 | -0.7 |
| COc1ccc(C(=O)Cn2c3ccccc3n3nc(CCC(=O)O)c(=O)nc23)cc1OC | 4 | -4 | -11 | -0.1 | -1 | -10 | 3 | 16 | 3 | nt | 7.5 |
| COc1ccc(S(=O)(=O)N2CCN(C(=O)c3cccc(Cl)c3)CC2)cc1 | 5 | nt | 11 | 0.1 | -2 | 15 | -16 | 5 | 4 | 10 | -3.0 |
| O=C(Nc1cccc(S(=O)(=O)N2CCOCC2)c1)c1cccc(S(=O)(=O)N2CCCCC2)c1 | 10 | -5 | -43 | 0.2 | -2 | 7 | -6 | -13 | nt | 1 | 0.1 |
| Cc1cc(C)cc(C(=O)NCC(=O)NCCc2c[nH]c3ccccc23)c1 | 23 | -2 | -19 | 0.0 | -1 | 9 | 2 | 13 | -2 | -9 | -0.5 |
| Cc1cccc(C(=O)Nc2cc(S(=O)(=O)N3CCOCC3)ccc2N2CCCC2)c1 | 10 | -14 | -23 | -0.2 | -1 | 8 | -4 | 11 | nt | -1 | 0.6 |
| CCOc1c(OC)cccc1C1CC(=O)Nc2cc(OC)c(OC)cc21 (configuration not stated) | nt | -6 | 20 | 1.9 | -3 | 21 | -4 | 20 | -1 | nt | 1.3 |
| CN(C)c1ccc(P(=O)(OCc2ccccc2)C(O)c2ccc(Br)cc2)cc1 (configuration not stated) | 4 | -5 | -13 | -0.1 | 44 | 12 | 0 | 12 | 0 | 10 | -0.3 |
| CCc1ccc2c(c1)cc(CN(C(=S)Nc1ccccc1Cl)C1CC1)c1nnnn12 | -1 | -5 | 13 | 0.0 | 0 | 21 | -3 | 2 | -3 | nt | -0.8 |
| C/C(=N\NC(=O)CCn1nc(C)cc1C)C(C)(C)C | -13 | -3 | -11 | 0.0 | -1 | 6 | 4 | 9 | 2 | 1 | -0.8 |
| Nc1nonc1-n1nnc(C(=O)N/N=C/c2cccc(F)c2)c1CN1CCCCCC1 | 2 | -2 | -22 | 0.1 | 4 | 4 | nt | -18 | 3 | 18 | -0.1 |
| COc1ccc(OCC(O)CN2CC(C)OC(C)C2)cc1 (configuration not stated) | -4 | -5 | -5 | -0.1 | -7 | 4 | 4 | 16 | 2 | -7 | -0.3 |
| CN=c1sc(C(=O)Nc2cccc(Cl)c2)cc(=O)n1C | -22 | -9 | -16 | 0.4 | 4 | -6 | -2 | -31 | -1 | -1 | 3.1 |
| O=C(O)Cc1sc(=O)[nH]c1O | -9 | -13 | -13 | -0.1 | 97* | 14 | 0 | 0 | nt | 15 | 3.3 |
| CC(=O)c1cccc(NC(=O)N2C3CCCC2CC(NC(=O)C2CC2)C3)c1 (configuration not stated) | -14 | -7 | 18 | -0.1 | -17 | 1 | 0 | 5 | 3 | -2 | -0.6 |
| O=C(Nc1cccc(C(=O)N2CCCCCC2)c1)c1ccco1 | -5 | -6 | 13 | 0.1 | -2 | -9 | -8 | -47 | -2 | ? | 0.9 |
| Cc1nn(Cc2ccccc2Cl)c(C)c1C(=O)N1CCN(c2ccccc2)CC1 | 6 | -7 | 2 | 0.1 | -2 | 31 | -5 | 2 | -3 | -13 | -0.7 |
| CC(C)NC(=O)NC(=O)COC(=O)c1ccccc1F | 5 | -4 | 11 | -0.3 | -1 | -9 | -3 | 7 | 1 | -5 | 0.6 |
| O=C(COC(=O)c1cc(Br)ccc1O)NC12CC3CC(CC(C3)C1)C2 | 2 | -6 | 13 | 0.2 | 1 | 2 | 0 | 0 | nt | -2 | 0.1 |
| CC1(C(=O)OCC(=O)Nc2nc(-c3ccc(F)c(F)c3)cs2)CC1(Cl)Cl (configuration not stated) | -5 | -9 | -38 | 0.3 | 92* | -45 | -2 | -88 | 2 | nt | -0.6 |
| COc1cc2ccccc2cc1C(=O)Nc1ccc(S(=O)(=O)Nc2cc(C)on2)cc1 | 0 | -9 | -8 | 0.1 | -1 | 13 | -23 | 21 | -2 | 4 | -0.9 |
| Fc1ccccc1CSc1nc2ccccc2[nH]1 | -34 | nt | -198 | 1.7 | 2 | -300 | 0 | -150 | 2 | -1 | 0.6 |
| CC1(C)CC(=O)C2=C(C1)N(Cc1ccccc1)C(=O)C2(NC(=O)C(C)(C)C)C(F)(F)F (configuration not stated) | 7 | nt | 1 | -0.2 | -3 | 21 | -2 | 15 | 2 | -5 | 3.5 |
| O=C(Nc1ccc(Cl)c(Cl)c1)N1N=CCC1c1ccccc1 (configuration not stated) | 3 | -4 | -16 | 0.4 | 9 | -4 | 4 | -34 | nt | 2 | -3.6 |
| Cn1cc(S(=O)(=O)NC2CCCCC2)c(=O)n(C)c1=O | 11 | -15 | -17 | 0.2 | -2 | -1 | 7 | 13 | 1 | 7 | 0.0 |
| c1ccc2ncc(-n3cnnn3)cc2c1 | 3 | -5 | -3 | 0.1 | 1 | 8 | 10 | -4 | -1 | -5 | 1.0 |
| C/C=C/c1ccc(OCCCCN(C)Cc2ccccc2)c(OC)c1 | 9 | -5 | -10 | 0.9 | 2 | 13 | -24 | -6 | 2 | -3 | -0.3 |
| O=c1c2ccccc2nc(-c2ccco2)n1CCc1ccc(O)cc1 | 9 | -20 | 7 | -0.1 | 24 | 43 | -13 | 21 | 0 | -7 | -0.4 |
